Screens from PubChem.
Pin1 inh: inhibitors of human Pin1. Pin1 FP peptide displacement, HiFluor488, 10 min. Potency, µM (top dose mostly 115 µM), without a hit: top-dose activity, negative = inhibition, actives largely listed as inhibitors. hit rate 0.009% among 390,000; active = well fitted inhibition curve with a large enough effect in the polarisation, with a control signal flat, not every such curve was filed as active; inconclusive = small, poorly fitted or top-dose-only effect, or effect the other way, or a change in a side signal; inactive = no such curve, though single readings can be large or run the other way; the % refers to the polarisation; note: potency is the fitted concentration of half-maximal effect; % is set by controls: 0 for no effect and ±100 for the full control effect
PGK inhibitor: inhibitors of T. brucei phosphoglycerate kinase; P07378; PGK/GAPDH coupled, Kinase-Glo luminescence, 60 min; hit rate 0.043% among 380,000; Potency, µM (highest dose often 57.5 µM), for inactives: top-dose activity change, negative = inhibition, actives largely listed as inhibitors; note: potency is the fitted concentration of half-maximal effect; % is set by controls: 0 for no effect and ±100 for the full control effect; nearly all actives have a fitted effect of over 60% in size
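Recombinant glycosomal PGK reaction used 1,3-bisphosphoglycerate generated in-well by GAPDH (100nM final) in 100mM TEA pH 7.6, 5mM MgCl2, 0.01% Tween-20. After 60 minutes at room temperature, ATP was read by Kinase-Glo Plus luminescence end-point.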
IDH1 R132H inh: human IDH1 R132H inhibition; IDH1-R132H enzyme, NADPH consumption, diaphorase/resazurin fluorescence; hit rate 0.093% among 390,000; O75874; Potency, µM (titrated, usually from 76.6 µM), inactives show at the highest dose activity change, negative = inhibition, hits mostly inhibitors; note: potency is the fitted concentration of half-maximal effect; % is set by controls: 0 for no effect and ±100 for the full control effect; nearly all actives have a fitted effect of over 65% in size
Target sequence (O75874 whole entry R132H, stated change not applied): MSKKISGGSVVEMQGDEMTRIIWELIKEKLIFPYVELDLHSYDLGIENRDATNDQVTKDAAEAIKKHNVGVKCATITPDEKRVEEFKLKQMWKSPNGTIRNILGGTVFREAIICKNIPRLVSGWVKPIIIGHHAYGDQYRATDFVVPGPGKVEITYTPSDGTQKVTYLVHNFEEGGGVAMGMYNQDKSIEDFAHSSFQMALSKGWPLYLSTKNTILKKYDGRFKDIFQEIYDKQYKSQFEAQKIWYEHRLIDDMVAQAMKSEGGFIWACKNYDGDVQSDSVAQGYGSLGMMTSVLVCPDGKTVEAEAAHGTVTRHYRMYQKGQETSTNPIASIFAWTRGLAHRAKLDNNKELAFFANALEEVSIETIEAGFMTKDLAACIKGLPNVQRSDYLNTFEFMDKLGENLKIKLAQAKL
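IDH1-R132H (0.5 ug/mL dispensed) in pH 7.5 Tris buffer was preincubated 30 min with compound, then given a substrate mix of 0.016 mM NADPH and 2 mM alpha-KG for 80 min at room temperature; remaining NADPH was read by diaphorase/resazurin fluorescence.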
HP1b binding inh: blocks HP1-beta chromodomain binding to methylated histone tails | P83916 | AlphaScreen HP1-beta / biotin-H3K9me3 peptide binding | hit rate 0.56% among 390,000 | AID 540317 | Potency, µM (doses to about 114 µM), without a hit: at the highest dose activity change, negative = inhibition, most hits filed as inhibitors; note: potency is the fitted concentration of half-maximal effect; nearly all actives have a fitted effect of over 70% in size; inactives centre near 23
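HP1-beta protein (50 nM final) preincubated 30 min at room temperature with biotinylated H3(1-18)K9me3 peptide (50 nM) in PBS pH 7.4, 0.01% Tween-20, then compound added for 30 min. AlphaScreen streptavidin donor/nickel chelate acceptor beads (10 ug/mL final), 30 min dark, luminescence read.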
TrxR1 inh: inhibitors of rat thioredoxin reductase 1; Potency, µM (doses to about 114 µM), without a hit: at the highest dose activity change, negative = inhibition, usual class: inhibitors; hit rate 1% among 390,000; O89049; recombinant rTrxR1, NADPH fluorescence consumption, selenite substrate; note: potency is the fitted concentration of half-maximal effect; % is set by controls: 0 for no effect and ±100 for the full control effect; nearly all actives have a fitted effect of over 65% in size
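Rat TrxR1 (90 nM in the dispensed reagent) was pre-reduced with 400 uM NADPH for 5 min at room temperature, then incubated with compound for 15 min. After 400 uM selenite was added, NADPH fluorescence (Ex 340/Em 450 nm) was followed for 8 min.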
TrxR1 substrate: substrates of rat thioredoxin reductase 1; Potency, µM (titrated, usually from 114 µM), inactives show top-dose activity change, negative = substrate turnover; hit rate 0.01% among 390,000; purified TrxR1 substrate turnover, NADPH consumption readout; note: potency is the fitted concentration of half-maximal effect; % is set by controls: 0 for no effect and ±100 for the full control effect; nearly all actives have a fitted effect of over 50% in size
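Rat TrxR1, dispensed at 90 nM, was prereduced with 400 uM NADPH (final) for 5 min at ~22 deg C, then incubated with compound 15 min before 400 uM selenite. A first-read NADPH fluorescence drop versus no-compound background flagged substrates.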
GLS inhibitor: inhibitors of human glutaminase (GLS); O94925; GLS enzymatic activity, qHTS titration; Potency, µM (doses to about 45.5 µM), inactives show top-dose activity change, negative = inhibition, usual class: inhibitors; hit rate 0.21% among 410,000; AID 624170; note: potency is the fitted concentration of half-maximal effect; % is set by controls: 0 for no effect and ±100 for the full control effect
Target sequence (O94925 whole entry, looked up): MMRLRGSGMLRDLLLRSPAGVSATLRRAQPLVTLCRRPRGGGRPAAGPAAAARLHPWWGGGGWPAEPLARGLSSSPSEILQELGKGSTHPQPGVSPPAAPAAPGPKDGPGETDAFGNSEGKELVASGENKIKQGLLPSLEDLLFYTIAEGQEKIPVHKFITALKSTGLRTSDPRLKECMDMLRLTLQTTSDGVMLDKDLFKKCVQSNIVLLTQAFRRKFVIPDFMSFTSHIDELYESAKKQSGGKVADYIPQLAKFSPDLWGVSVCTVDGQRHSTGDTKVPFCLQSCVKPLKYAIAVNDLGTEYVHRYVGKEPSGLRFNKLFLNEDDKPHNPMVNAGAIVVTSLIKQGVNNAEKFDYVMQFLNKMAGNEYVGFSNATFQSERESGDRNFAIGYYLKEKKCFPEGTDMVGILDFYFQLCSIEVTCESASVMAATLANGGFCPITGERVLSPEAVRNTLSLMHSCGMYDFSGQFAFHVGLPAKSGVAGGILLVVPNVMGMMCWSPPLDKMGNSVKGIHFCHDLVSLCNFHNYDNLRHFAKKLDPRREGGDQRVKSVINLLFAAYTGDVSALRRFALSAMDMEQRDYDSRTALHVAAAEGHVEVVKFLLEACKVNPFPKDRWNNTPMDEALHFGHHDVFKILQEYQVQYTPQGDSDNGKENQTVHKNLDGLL
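hKGA; 45 mM KH2PO4 pH 8.2 + 0.02% Tween-20; cpd via pin tool; 1 mM Gln soln; GluOx/HRP/Amplex Red; RT 30 min; fluor. t0 & final.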
USP1 inh: inhibitors of human USP1/UAF1 deubiquitinase; hit rate 0.23% among 390,000; Potency, µM (doses to about 57.1 µM), for inactives: at the top dose activity change, negative = inhibition, most hits filed as inhibitors; recombinant USP1/UAF1, Ub-Rhodamine cleavage fluorescence; O94782; AID 743255; note: potency is the fitted concentration of half-maximal effect; % is set by controls: 0 for no effect and ±100 for the full control effect; nearly all actives have a fitted effect of over 60% in size; inactives centre near -12
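1 nM enzyme complex + cpd, 15 min RT; start with Ub-Rho 150nM final; kinetic fluorescence ex 480/em 540, 6 reads q60 s. Buffer 50mM HEPES pH 7.8, 0.5mM EDTA, 0.1 mg/ml BSA, 1mM TCEP, 0.01% Tween-20.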
PI4K2A block: PI4K2A (human) kinase inhibition; Q9BTU6; hit rate 0.13% among 420,000; activity change, negative = inhibition, % at 76.9 µM; purified PI4K2A, ADP-Glo luminescence, 1 h; hits give low values; in the data active = activity change below about -50%; inconclusive = mostly about -30% to -49%;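 note: -100% = wells without enzyme as full effect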
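In this quantitative HTS, ADP production by PI4K2A was quantified luminescently after 1 h at ambient temperature; 100 microM adenosine served as plate-quality control.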
Starred values were filed as active, the others as inactive; i = inactive; ? = inconclusive; / = no result given; [ ] = remark or other dose. Unless noted, calls come from the whole dose curve; as a rule, active = well fitted curve in the direction sought with a large enough effect; inconclusive = small, poorly fitted or top-dose-only effect, or another doubt; inactive = no such curve, though single readings can be large; an effect the other way counts as inactive or inconclusive. A portion of the library; the hit share may differ from the screen's.

SMILES	Pin1 inh	PGK inhibitor	IDH1 R132H inh	HP1b binding inh	TrxR1 inh	TrxR1 substrate	GLS inhibitor	USP1 inh	PI4K2A block
CN(C(=O)CSc1nc(-c2ccccc2)cn1N)C(c1ccccc1)c1ccccc1	-5.4%	i	3.3%	-25.7%	12.3%[57.1 µM]	1.7%[57.1 µM]	-7.2%	?	0.1
COc1cccc(CN2C(=O)Nc3ccccc3C(=O)N2C(C)(C)C)c1	-3.2%	0.8%	-2.0%	36.7%	-14.9%	-9.5%	-5.9%	-7.0%	-0.2
O=S(=O)(c1ccc(F)cc1)c1nc(-c2ccco2)oc1NCCCn1ccnc1	/	-4.5%	9.4%	/	/	/	-4.1%	-9.0%	5.7
O=C(CNS(=O)(=O)c1c(Cl)cccc1Cl)OCC(=O)N1CCN(c2ccccc2)CC1	-2.1%	-5.1%	-1.1%	-9.0%	2.2%[57.1 µM]	5.7%[57.1 µM]	5.7%	-15.4%	3.3
O=C(NCCn1cc(SCc2ccccc2)c2ccccc21)c1c(F)cccc1F	13.4%	-3.8%	9.1%	44.0%[activator]	20.1%[57.1 µM]	2.7%[57.1 µM]	-5.5%	-19.4%	-1.2
Cc1ccn2c(=O)nc(SCC(=O)c3ccc(Cl)cc3)nc2c1	11.0%	i	-2.0%	1.6%	-8.7%	-5.6%	6.2%	-6.2%	-8.3
CC(=O)Nc1ccc(S(=O)(=O)NCCOc2ccc(Cl)cc2C)cc1	0.3%	-4.9%	-6.4%	-0.3%	9.8%	-1.7%	-0.6%	-14.4%	-10.3
O=C(NCc1ccco1)c1nn2c(C(F)(F)F)cc(-c3cccs3)nc2c1Br	36.3%[activator]	-1.2%	-0.4%	17.8%	-16.7%	-3.7%	14.1%	-8.9%	-1.7
CC(C)N(C)Cc1nnnn1CC(=O)NCCc1cccc(C(F)(F)F)c1	-2.3%	-0.8%	4.6%	33.8%	14.7%	-0.6%	-0.4%	-9.1%	-0.3
CCCCCCCN=C(C)c1ccccc1O	1.3%	-1.8%	4.0%	20.2%	-8.8%[57.1 µM]	3.4%[57.1 µM]	50.3%[activator]	-11.8%	-0.3
COc1cc(-c2nc(-c3ccc4c(c3)-c3ccccc3S4(=O)=O)c(-c3ccccc3)[nH]2)cc(OC)c1OC	43.9%[activator]	-4.6%	9.3%	18.1%	10.7%[57.1 µM]	13.5%	-0.2%	-23.4%	1.0
O=C(COc1ccc([N+](=O)[O-])cc1)NCC1(N2CCOCC2)CCCCC1	-8.3%	7.8%	14.9%	33.4%	28.2%	3.2%	2.6%	-25.7%	1.1
Nc1cc(Cl)ccc1Oc1ccc(Cl)cc1	-3.7%	-2.3%	14.3%	58.1%[activator]	16.9%	0.0%	0.0%	-9.3%	10.0
CN1CCN(c2ccc3sc(-n4ccc5ccccc54)nc3c2)CC1	/	i	-3.8%	/	/	/	-4.4%	?	2.9
CCC(=O)NCCCCCCNC(=O)CC	-2.9%	-7.4%	1.7%	18.9%	4.2%[57.1 µM]	1.0%[57.1 µM]	-0.2%	-6.9%	6.5
COc1ccc2nc(NNC(=O)COc3ccccc3)sc2c1	2.7%	-4.1%	-5.3%	22.1%	14.8%[57.1 µM]	5.9%	15.8%	-14.0%	2.2
O=C(C[N+]1(CC#Cc2ccccc2)CCCCC1)c1ccccc1	23.7%	-1.7%	11.1%	57.5%[activator]	19.5%	4.4%	-6.1%	-20.7%	-6.9
C=CCN(c1ccccc1)S(=O)(=O)c1cccc(C(=O)Nc2cccc(C)n2)c1	16.5%	-5.5%	-2.3%	29.9%	13.8%	-8.4%	5.6%	-4.1%	-6.3
COc1ccccc1C(=O)Nc1ccc(C(=O)/C=C/c2cccs2)cc1	16.3%	-4.5%	10.2%	14.2%	-7.3%	-10.2%	-3.3%	-17.3%	2.1
CC1CN(C(=O)COc2coc(CN3CCc4ccccc4C3)cc2=O)CC(C)O1 (stereo unspecified)	2.7%	2.1%	0.9%	38.2%	8.2%[57.1 µM]	7.8%[57.1 µM]	?	-16.2%	-1.2

Exported as labelled records: part of the list above
Nc1cc(Cl)ccc1Oc1ccc(Cl)cc1
  Pin1 inh: -3.7%	PGK inhibitor: -2.3%	IDH1 R132H inh: 14.3%	HP1b binding inh: 58.1%[activator]	TrxR1 inh: 16.9%	TrxR1 substrate: 0.0%	GLS inhibitor: 0.0%	USP1 inh: -9.3%	PI4K2A block: 10.0

CN1CCN(c2ccc3sc(-n4ccc5ccccc54)nc3c2)CC1
  Pin1 inh: /	PGK inhibitor: i	IDH1 R132H inh: -3.8%	HP1b binding inh: /	TrxR1 inh: /	TrxR1 substrate: /	GLS inhibitor: -4.4%	USP1 inh: ?	PI4K2A block: 2.9

CCC(=O)NCCCCCCNC(=O)CC
  Pin1 inh: -2.9%	PGK inhibitor: -7.4%	IDH1 R132H inh: 1.7%	HP1b binding inh: 18.9%	TrxR1 inh: 4.2%[57.1 µM]	TrxR1 substrate: 1.0%[57.1 µM]	GLS inhibitor: -0.2%	USP1 inh: -6.9%	PI4K2A block: 6.5

COc1ccc2nc(NNC(=O)COc3ccccc3)sc2c1
  Pin1 inh: 2.7%	PGK inhibitor: -4.1%	IDH1 R132H inh: -5.3%	HP1b binding inh: 22.1%	TrxR1 inh: 14.8%[57.1 µM]	TrxR1 substrate: 5.9%	GLS inhibitor: 15.8%	USP1 inh: -14.0%	PI4K2A block: 2.2

The listing continues:
SMILES	Pin1 inh	PGK inhibitor	IDH1 R132H inh	HP1b binding inh	TrxR1 inh	TrxR1 substrate	GLS inhibitor	USP1 inh	PI4K2A block
CC1Sc2ccc(S(=O)(=O)N3CCC(C(=O)NCc4ccco4)CC3)cc2NC1=O (stereo unspecified)	-2.7%	1.4%	-0.8%	17.9%	-4.7%	1.6%	14.4%	-13.8%	-0.5
Cc1ccc(NC(=O)Cn2cc(S(=O)(=O)c3ccccc3)c(=O)c3cc(F)ccc32)cc1	18.3%	3.8%	-3.9%	32.8%	3.8%	-3.8%	1.4%	-6.5%	-2.7
O=C(CS(=O)(=O)c1ccccc1)c1cc2ccccc2oc1=O	3.0%	2.1%	14.7%	15.3%	15.8µM*	-8.5%	5.5%	-22.1%	?
CC1CCN(C(=O)CN(c2ccc3c(c2)OCO3)S(C)(=O)=O)CC1	-0.3%	/	-5.5%	7.5%	24.3%	10.9%	5.3%	-6.1%	-0.8
CCCn1cc2c(c1-c1ccc(C)cc1)c(=O)n(C)c(=O)n2C	0.4%	1.5%	?	22.0%	19.3%	6.6%	-1.3%	-18.2%	0.3
Cc1csc(NC(C)c2nc3cc(C(F)(F)F)ccc3n2CCCO)n1 (stereo unspecified)	-3.2%	i	6.0%	16.6%	8.3%[57.1 µM]	3.9%[57.1 µM]	2.5%	-17.9%	1.4
COc1cc(NC(=O)Cn2nc(C(F)(F)F)c3c2CCCC3)c(OC)cc1Cl	1.1%	i	-6.6%	29.4%	0.3%	-2.4%	-15.5%	-11.9%	-3.5
Cc1ccc2nc(N3CCN(C)CC3)c(C#N)cc2c1	-0.3%	-3.1%	7.0%	27.2%	4.2%[57.1 µM]	17.6%	2.4%	-19.0%	0.2
NC(=O)CC(NC(=O)c1ccccc1)c1ccc(NCc2ccccn2)c([N+](=O)[O-])c1 (stereo unspecified)	-1.9%	-0.1%	3.9%	49.9%[activator]	-3.0%	1.5%	-5.4%	-27.6%	-3.6
Cc1cc(C)c(NC(=O)COC(=O)/C=C/c2cccs2)c(C)c1	6.8%	-6.0%	-7.3%	5.2%	7.7%	-0.8%	2.7%	4.9%	-1.2
CCOCCn1c(CN2CCN(c3ccccc3)CC2)nc2c1c(=O)n(C)c(=O)n2C	2.3%	-4.3%	1.6%	29.9%	-5.1%	7.9%	-6.4%	-18.8%	6.8
COc1ccc(-c2cc(C(F)(F)F)nc(SCC(=O)Nc3ccc(C(C)=O)cc3)n2)cc1	18.8%	-9.4%	0.0%	12.0%	35.8%	16.1%	-1.3%	-15.5%	1.9
O=C1NC(CCc2ccccc2)C(=O)N1Cc1cccc2ccccc12 (stereo unspecified)	15.0%	-6.3%	-1.8%	42.2%[activator]	18.4%	-6.6%	9.9%	-11.8%	-6.0
COc1cc(NC(=S)N2c3ccccc3CC2C)cc(OC)c1 (stereo unspecified)	1.8%	-9.0%	4.3%	0.5%	-14.0%	-1.9%	15.0%	-15.4%	0.5
CCC(=O)Nc1ccc(S(=O)(=O)N2CCc3ccccc3C2)cc1	-2.6%	i	-0.4%	25.2%	26.6%	-3.7%	0.5%	-2.4%	-6.1
CC(C)c1cc(=O)oc2c3c4c(cc12)CCCN4CCC3	?	i	0.6%	103.4%[activator]	59.7%[activator]	267.0%[activator]	-3.9%	?	-0.8
C(=Cc1nc2ccccc2o1)c1ccc2c(c1)OCO2	/	-4.3%	10.4%	/	/	/	-4.4%	-13.5%	-5.0
COc1cc(CNc2ccc(S(N)(=O)=O)cc2)ccc1OCC(=O)NC1CCCCC1	-9.5%	2.0%	-6.4%	9.0%	-2.3%[57.1 µM]	-2.3%	-5.4%	-1.2%	-0.9
